Screens deposited in PubChem by several laboratories.
Salmonella PhoP GFP = inhibitors of PhoP regulon expression, primary screen, Salmonella Typhimurium, GFP reporter (AID 1863); S. Typhimurium PhoP-regulated promoter GFP reporter, 4 h; higher % means a stronger effect; one-dose inhibition, % at 50 µM; IC50 in µM for titrated hits; actives 0.16% (n = 300,000);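 active means inhibition over 29.93%, a cutoff 3 SD above the screen mean, later confirmed by dose response; inconclusive means inhibition over 29.93% but no dose response follow-up; inactive means inhibition at most 29.93% or unconfirmed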;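 further: 0% = low Mg2+ inducing control and 100% = high Mg2+ repressing control; strong numbers were not always called active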
LYP phosphatase = inhibitors of LYP phosphatase, biochemical, fluorescence intensity, uHTS (AID 1779) | Tyrosine-protein phosphatase non-receptor type 22 (Homo sapiens) | actives 0.054% (n = 290,000) | recombinant LYP phosphatase, fluorescence intensity; higher % means a stronger effect | inhibition, % at 11.5 µM, or IC50 in µM where a hit was titrated;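 further: plate controls were vehicle with enzyme for no effect and no enzyme for full effect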
Myeloid diff 2 = induction of myeloid progenitor differentiation, primary screen, cell-based, flow cytometry, MLPCN library | ER-HoxA9 myeloid progenitors, lysozyme-GFP differentiation | calls only at 10 µM | actives 1% (n = 360,000);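 active means normalized GFP-positive differentiation at or above the plate's own cutoff, the solvent-only control mean plus 3 SD; inconclusive means no clear call, values can overlap the other calls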;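 further: cells exposed to compound for four days before flow analysis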
KOR beta-arrestin-1 = KOR antagonists, beta-arrestin recruitment, cell-based, luminescence, uHTS (AID 1778). KOR beta-arrestin recruitment, luminescence, antagonist mode; higher % means a stronger effect. actives 0.091% (n = 290,000). Kappa-type opioid receptor (Homo sapiens). one-dose inhibition, % at 10 µM; IC50 in µM for titrated hits; further: strong numbers were not always called active
HEK293 NOD2/NF-kB = NOD2 signaling inhibitors, cell-based, luminescence, uHTS, HEK293 (AID 1566) | HEK293 NOD2/NF-kB luciferase reporter, luminescence; higher % means a stronger effect | inhibition, % at 4 µM; hits with a dose series show EC50 in µM | actives 0.63% (n = 290,000); further: many of its hits are not listed in these tables
NOD1 NF-kB reporter = NOD1 signaling inhibitors, primary screen, cell-based, luminescence, uHTS (AID 1578); one-dose inhibition, % at 4 µM; EC50 in µM for titrated hits; actives 1% (n = 290,000); NOD1-driven NF-kB luciferase reporter cells, luminescence; higher % means a stronger effect; in the data active means inhibition mostly above about 36%, no sharp cut-off; inactive means mostly below about 34%;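 further: HEK-293T reporter cells stimulated with the NOD1 agonist gamma-tri-DAP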
Siah-1 displacement = Siah-1 peptide-binding antagonists, primary screen, biochemical, fluorescence polarization, rhodamine-plectin, uHTS (AID 1817) | actives 0.02% (n = 290,000) | E3 ubiquitin-protein ligase SIAH1 (Homo sapiens) | Siah-1 / rhodamine-plectin peptide fluorescence polarization; higher % means a stronger effect | one-dose displacement, % at 20 µM; IC50 in µM for titrated hits;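 active means displacement of at least 50% at 20 µM, with a fluorescence ratio check between 0.3 and a set limit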;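 further: plate controls were Siah plus tracer with DMSO for no effect and tracer alone without Siah for full effect; strong numbers were not always called active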
KOR beta-arrestin-2 = KOR agonists, beta-arrestin recruitment, primary screen, cell-based, luminescence, uHTS (AID 1777); actives 0.02% (n = 280,000); KOR beta-arrestin recruitment, luminescence; higher % means a stronger effect; activation, % at 10 µM; hits with a dose series show EC50 in µM; Kappa-type opioid receptor (Homo sapiens); in the data active means activation above about 50%, passing the limit was not always enough; further: a part of the inactive calls stands beside numbers as strong as those of hits
HIV fusion peptide = inhibitors of HIV fusion peptide binding, primary screen, biochemical, uHTS, fluorescence dequenching (AID 1986); inhibition, % at 20 µM; hits with a dose series show IC50 in µM; cell-free peptide binding, fluorescence dequenching, 30 min; higher % means a stronger effect; actives 0.3% (n = 290,000); in the data active means inhibition mostly above about 52%, no sharp cut-off; inactive means mostly below about 76%; further: some results filed as inactive read as strong as hits
Myeloid diff 2 GFP+ MAC1+ % = also measured in Myeloid diff 2; calls as there; GFP+ MAC1+ double positive, %; measured here: differentiation confirmed by MAC1 staining
Active calls of the source: *; i = inactive; ? = inconclusive; / = not tested or not shown; [ ] = dose if it differs, or a comment. Unless noted, no stated cut-off is given here; in the data, active means inhibition above about 50%; inactive means the rest. These rows are one share of the data. The share of hits here may be higher or lower than overall.

SMILES	Salmonella PhoP GFP	LYP phosphatase	Myeloid diff 2	Myeloid diff 2 GFP+ MAC1+ %	KOR beta-arrestin-1	HEK293 NOD2/NF-kB	NOD1 NF-kB reporter	Siah-1 displacement	KOR beta-arrestin-2	HIV fusion peptide
Cn1cccc1CC(=O)N/N=C/C=C/c1ccco1	-2.2%	-2.2%	i	0.3	-14.0%	-1.1%	17.6%	13.9%	5.2%	21.3%
Cc1ccc2[nH]c(O)c(N=NC(=O)c3ccc(NS(=O)(=O)c4cccs4)cc3)c2c1	4.2%	-4.4%	i	0.4	8.6%	2.5%	-9.8%	1.9%	1.7%	-2.6%
CCN(CC)C(=O)c1[nH]cnc1C(=O)N[C@@H](CC(C)C)C(=O)OC(C)(C)C	-1.7%	-4.7%	i	0.2	11.3%	-22.4%	15.6%	-3.5%	-0.3%	-0.2%
Cc1nnc(Nc2ccc(S(N)(=O)=O)cc2)c2ccccc12	-6.7%	-8.1%	/	/	12.0%[20 µM]	11.9%	-13.5%	-2.5%	-3.8%	-1.1%
CC(C)(C)c1ccc(/C=C/C(=O)O)s1	6.1%	-1.5%	i	0.2	-41.1%	3.4%	-21.7%	-1.5%	0.4%	2.8%
O=C(CCCNS(=O)(=O)c1ccc(Cl)c(Cl)c1)NCCc1ccccn1	-4.9%	-8.7%	i	0.6	8.4%	1.1%	-19.3%	-2.7%	-6.2%	-1.1%
CCOC(=O)c1c(C2CC2)csc1NC(=O)CSCc1c(C)noc1C	8.9%	-8.9%	i	0.5	12.4%	25.3%	1.4%	1.1%	-4.0%	0.4%
COc1nc(-c2ccc(C)cc2)ccc1-c1noc(-c2ccco2)n1	-3.2%	-1.8%	i	0.4	29.9%	-18.8%	-30.1%	1.4%	4.6%	-3.7%
Cc1ccccc1-c1nc(C#N)c(NCc2ccco2)o1	-2.0%	-5.4%	i	0.5	0.2%	-68.4%	-26.1%	1.2%	-0.8%	1.5%
CC1CCN(C(=O)Cn2c(=O)n(-c3ccc(F)cc3)c(=O)c3sccc32)CC1	-0.1%	-10.0%	i	0.8	16.6%	21.1%	-8.6%	0.8%	-3.9%	4.0%
COc1ccc(O)c(C(=O)c2cnc3c(c2)c(=O)[nH]c(=O)n3C)c1	-1.6%	0.7%	i	0.7	-35.2%	11.9%	-27.1%	-1.7%	1.2%	-0.5%
COc1ccc(-c2cc3c(=O)n(CC(=O)Nc4cccc(Cl)c4)ncn3n2)cc1	-6.3%	1.6%	i	2.2	-28.2%	7.1%	-16.8%	-6.2%	6.3%	4.3%
Cc1cc(C)cc(OCc2nnc(SCC(=O)OC(C)C)o2)c1	-1.1%	0.0%	i	5.7	12.0%	13.2%	14.4%	2.4%	-6.3%	-1.2%
COc1cccc(Cn2c(C3CC3)nc3ccc(NC(=O)c4ccco4)cc3c2=O)c1	-9.7%	-0.9%	/	/	15.2%	7.3%	-21.1%	1.2%	-6.7%	-1.1%
O=C(CCc1ccccc1)NCC(=O)N/N=C/c1ccc(O)cc1O	0.4%	4.4%	i	0.3	-20.2%	-3.5%	-6.6%	-2.5%	-3.3%	3.1%
CC(C)(C)SCCNC(=O)/C=C/c1cccc([N+](=O)[O-])c1	-21.5%	-3.9%	i	0.4	3.7%	-21.7%	-24.7%	2.9%	4.5%	-1.8%
CCOc1ccc(N(C(=O)c2snc(C(N)=O)c2N)C(C(=O)NCC2CCCO2)c2ccc(C)o2)cc1 (stereo not drawn)	/	-9.5%	/	/	-57.6%	18.3%	-10.7%	-8.3%	-3.1%	-1.0%
O=[N+]([O-])c1ccccc1/C=C/C=N/Nc1nc(N2CCCCC2)nc(N2CCCCC2)n1	7.0%	-3.3%	i	0.4	-9.4%	-9.4%	-29.1%	-0.3%	-3.9%	-2.2%
CCOC(=O)C(CC)/C(C)=N\NC(=O)c1ccccc1O (stereo not drawn)	-7.8%	-4.5%	?	/	-12.5%	-23.9%	-29.3%	5.0%	-3.7%	13.1%
Cc1ccc2[nH]c(C(=O)O)c(-c3ccccc3)c2c1	10.9%	-1.7%	i	1.7	-4.6%	16.8%	-3.7%	0.9%	-1.8%	7.6%

Exported as comma-separated lines: entries from further up
Molecule,Salmonella PhoP GFP,LYP phosphatase,Myeloid diff 2,Myeloid diff 2 GFP+ MAC1+ %,KOR beta-arrestin-1,HEK293 NOD2/NF-kB,NOD1 NF-kB reporter,Siah-1 displacement,KOR beta-arrestin-2,HIV fusion peptide
COc1ccc(O)c(C(=O)c2cnc3c(c2)c(=O)[nH]c(=O)n3C)c1,-1.6%,0.7%,i,0.7,-35.2%,11.9%,-27.1%,-1.7%,1.2%,-0.5%
COc1ccc(-c2cc3c(=O)n(CC(=O)Nc4cccc(Cl)c4)ncn3n2)cc1,-6.3%,1.6%,i,2.2,-28.2%,7.1%,-16.8%,-6.2%,6.3%,4.3%
Cc1cc(C)cc(OCc2nnc(SCC(=O)OC(C)C)o2)c1,-1.1%,0.0%,i,5.7,12.0%,13.2%,14.4%,2.4%,-6.3%,-1.2%
COc1cccc(Cn2c(C3CC3)nc3ccc(NC(=O)c4ccco4)cc3c2=O)c1,-9.7%,-0.9%,/,/,15.2%,7.3%,-21.1%,1.2%,-6.7%,-1.1%
O=C(CCc1ccccc1)NCC(=O)N/N=C/c1ccc(O)cc1O,0.4%,4.4%,i,0.3,-20.2%,-3.5%,-6.6%,-2.5%,-3.3%,3.1%
CC(C)(C)SCCNC(=O)/C=C/c1cccc([N+](=O)[O-])c1,-21.5%,-3.9%,i,0.4,3.7%,-21.7%,-24.7%,2.9%,4.5%,-1.8%
CCOc1ccc(N(C(=O)c2snc(C(N)=O)c2N)C(C(=O)NCC2CCCO2)c2ccc(C)o2)cc1 (stereo not drawn),/,-9.5%,/,/,-57.6%,18.3%,-10.7%,-8.3%,-3.1%,-1.0%
O=[N+]([O-])c1ccccc1/C=C/C=N/Nc1nc(N2CCCCC2)nc(N2CCCCC2)n1,7.0%,-3.3%,i,0.4,-9.4%,-9.4%,-29.1%,-0.3%,-3.9%,-2.2%

Additional entries follow.
SMILES	Salmonella PhoP GFP	LYP phosphatase	Myeloid diff 2	Myeloid diff 2 GFP+ MAC1+ %	KOR beta-arrestin-1	HEK293 NOD2/NF-kB	NOD1 NF-kB reporter	Siah-1 displacement	KOR beta-arrestin-2	HIV fusion peptide
Cc1ccc(/C=N/NC(=O)c2ccc3nc[nH]c3c2)s1	-12.1%	-0.5%	i	0.4	28.1%	-1.6%	-24.2%	4.9%	-0.4%	2.3%
CCCCCC(=O)Nc1nc(C)c(-c2csc(Nc3cc(Cl)ccc3OC)n2)s1	2.6%	-2.2%	i	0.4	-20.3%	-16.4%	1.9%	2.2%	-4.4%	3.0%
Cn1c(CNC(=O)c2ccc3c(c2)OCO3)nnc1SCC(=O)Nc1ccc(F)cc1	2.0%	-11.9%	/	/	-32.4%	2.1%	-20.8%	10.8%	-3.2%	-0.1%
O=C(c1ccccc1Oc1nnnn1-c1ccccc1)N1CCOCC1	-4.6%	-2.2%	i	0.0	16.3%	8.0%	-19.3%	2.5%	-2.0%	1.3%
COc1ccc(N2CCN(C(=O)c3cc(C)on3)CC2)cc1	1.8%	-14.6%	i	0.8	-3.0%	4.4%	-6.5%	-5.3%	-0.4%	-1.6%
O=C(CBr)N1CCc2ccccc2C(c2ccccc2)C1 (stereo not drawn)	-1.9%	-2.3%	i	0.7	-16.7%	15.9%	-3.6%	5.4%	-0.1%	2.7%
Cc1cc(C)nc(Sc2ncnc3sc4c(c23)CCC4)n1	1.4%	-6.6%	i	0.5	-1.5%	6.1%	-33.0%	5.8%	-2.2%	0.3%
O=C(Cn1nc(-c2ccc(Cl)cc2)ccc1=O)NCC1CCCO1 (stereo not drawn)	5.5%	-9.3%	i	1.4	12.1%	-2.3%	-11.0%	3.0%	1.3%	0.4%
COc1cc(C(=O)Nc2nc3ccc4nc(C)sc4c3s2)cc(OC)c1OC	-2.2%	-6.9%	i	1.2	-21.3%	27.6%	23.4%	1.1%	3.1%	2.9%
Nc1ccc(OCc2ccccc2)cc1	12.6%	-3.5%	i	1.0	-5.9%	10.6%	-8.5%	-1.4%	8.9%	-1.4%
C/C(=N/NC(=O)CNC(=O)c1ccccn1)c1cccc([N+](=O)[O-])c1	6.6%	-1.1%	i	0.5	10.2%	5.7%	-52.9%	1.9%	-1.7%	-1.4%
CCN(CC)C(=O)CC(c1ccc(F)cc1)c1ccc(OC(C)C)cc1 (stereo not drawn)	19.0%	-2.7%	/	/	32.3%	-7.6%	-12.7%	0.4%	-1.4%	1.1%
COc1ccc(NC(=S)NCCc2c[nH]c3ccccc23)cc1	5.2%	-6.1%	i	0.9	-6.1%	-2.8%	2.9%	-1.3%	7.7%	0.9%
CCOc1ccccc1C(=O)Nc1cccc(-c2ccc3nncn3n2)c1	-10.2%	-1.1%	i	0.2	6.8%	16.5%	2.1%	-5.0%	-6.9%	-2.0%
CC(NC(=O)c1cccs1)C(=O)NC1=NCCS1 (stereo not drawn)	1.6%	-7.1%	i	6.8	27.7%	15.1%	-26.5%	1.8%	-3.2%	-2.5%
O=C(CSc1nnnn1Cc1ccccc1)NCCc1ccccc1	-8.8%	-4.3%	i	0.2	9.6%	4.1%	7.9%	1.7%	-2.4%	0.2%
O=C(CN1c2cccc3cccc(c23)S1(=O)=O)NCc1ccc2c(c1)OCO2	-10.8%	-4.0%	i	6.5	/	-22.8%	1.5%	-1.7%	-4.5%	-1.6%
CCOCCc1nnc(NC(=O)CCC2CCCCC2)s1	7.3%	-6.0%	i	0.5	-0.3%	4.8%	-16.6%	0.3%	-3.7%	0.6%
CN(C)S(=O)(=O)c1ccc(Cl)c(NC(=O)COC(=O)/C=C/c2cnc3ccccc3n2)c1	1.3%	-1.5%	i	0.4	16.6%	22.8%	5.9%	-1.2%	-0.5%	-0.6%
COc1ccc(S(=O)(=O)N2CCCC(C(=O)NCc3cccnc3)C2)cc1 (stereo not drawn)	11.6%	-10.7%	i	1.3	-32.6%	-0.1%	-32.3%	0.1%	4.2%	-0.4%
Cn1c(=O)c2c(nc(Br)n2CC(=O)C23CC4CC(CC(C4)C2)C3)n(C)c1=O	-1.4%	-11.7%	i	0.9	-21.0%	0.6%	3.5%	0.0%	3.1%	0.5%
Cc1nnc2n(-c3ccccc3)c(=O)c3c4c(sc3n12)COC(C(C)C)C4 (stereo not drawn)	1.1%	-3.6%	i	0.9	8.2%	11.6%	-3.5%	2.1%	-3.4%	0.2%
COc1ccc(N2C(S)=C(C#N)C(=O)NC2c2ccc(OC)c(OC)c2)cc1 (stereo not drawn)	/	-5.0%	i	0.2	-13.8%	4.4%	-42.6%	2.6%	-2.2%	-1.2%
Cn1c(CN2CCN(c3ccccc3NS(C)(=O)=O)CC2)nc2ccccc21	11.4%	-6.3%	i	0.1	-12.0%	14.6%	-0.6%	6.1%	-1.8%	-1.3%
